# Source: PubChem (several laboratories)
# V1R ag counter: V1a receptor agonism, counter-screen for OXTR agonists; P37288; CHO-V1R cells, Fluo-8 calcium fluorescence, agonist mode; 0% DMSO, 100% 3 nM vasopressin; activation, % at 3 µM; 320,000 tested, 0.25% active;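 active = activation above the mean activation of all tested compounds plus 3 SD, per screening run, cut at about 20% in these data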;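 note: signal is peak over basal fluorescence ratio across a 100 second FLIPR read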
# Target sequence (P37288 whole entry, looked up): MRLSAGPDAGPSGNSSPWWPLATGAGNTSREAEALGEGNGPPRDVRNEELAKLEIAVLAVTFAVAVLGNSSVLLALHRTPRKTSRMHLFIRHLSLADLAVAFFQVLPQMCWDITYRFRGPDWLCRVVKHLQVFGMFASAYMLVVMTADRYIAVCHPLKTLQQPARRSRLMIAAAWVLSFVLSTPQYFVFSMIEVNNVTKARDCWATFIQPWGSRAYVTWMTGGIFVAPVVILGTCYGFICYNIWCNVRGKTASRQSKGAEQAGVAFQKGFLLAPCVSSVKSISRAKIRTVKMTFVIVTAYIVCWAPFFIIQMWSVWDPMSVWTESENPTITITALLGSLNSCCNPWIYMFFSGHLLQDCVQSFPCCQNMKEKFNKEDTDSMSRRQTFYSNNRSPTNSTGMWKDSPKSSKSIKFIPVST
# GPR7 antagonist: antagonists of human GPR7 (neuropeptides B/W receptor 1); inhibition, % at 4.4 µM; 290,000 tested, 1.1% active; GPR7-expressing cells, fluorescence antagonist assay; in the data active = inhibition above about 16%, passing the limit was not always enough;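 note: cells stimulated with the agonist NPW; 0% = agonist with vehicle and 100% = vehicle without agonist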
# Target sequence (P48145 whole entry, looked up): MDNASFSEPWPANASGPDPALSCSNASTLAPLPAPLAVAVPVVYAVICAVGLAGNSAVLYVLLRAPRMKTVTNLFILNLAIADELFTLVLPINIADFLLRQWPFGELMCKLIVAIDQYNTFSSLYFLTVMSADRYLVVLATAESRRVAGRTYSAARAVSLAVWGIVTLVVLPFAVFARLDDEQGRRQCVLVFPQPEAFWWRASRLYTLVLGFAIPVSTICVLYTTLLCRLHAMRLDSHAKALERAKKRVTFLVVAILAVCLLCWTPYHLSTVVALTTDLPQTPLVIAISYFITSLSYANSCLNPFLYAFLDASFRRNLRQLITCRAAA
# MEKK2 WT-MEK5: raises or lowers MEK5 binding to wildtype human MEKK2 PB1 domain. AID 1531. binding response (% of control), % at 10 µM. bead flow cytometry, Alexa488-MEK5 binding to MEKK2 WT; actives lie on both sides. 290,000 tested, 1.1% active; in the data active = binding response below about 67% or above about 130%
# PfM18AAP inh: blocks P. falciparum M18 aspartyl aminopeptidase. recombinant PfM18AAP, H-Glu-NHMec fluorogenic cleavage. inhibition, % at 7.35 µM. 290,000 tested, 1.2% active;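 active = inhibition above the campaign mean inhibition over all tested compounds plus 3 SD, cut at about 28% in these data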;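 note: 0% = plate median of test compound wells and 100% = 2 mM ZnCl2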
# OXTR potentiator: human OXTR potentiation. P30559. CHO-OTR cells, Fluo-8 calcium fluorescence, potentiator mode; 0% = oxytocin EC15, 100% = EC100. activation, % at 3 µM. 320,000 tested, 0.061% active. AID 2445;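 active = activation above that plate's cutoff, the mean activation of tested compounds plus 3 SD, cut at about 6.6% in these data, passing the limit was not always enough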;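 note: 100% uses oxytocin at 75 nM as the full agonist control; some results filed as inactive read as strong as hits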
#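 System: human OTR in CHO cells / Also added: sub-maximal oxytocin, roughly EC15 / Control set: EC15 oxytocin low, 75 nM oxytocin high / Schedule: 6 min compound pre-incubation at room temperature, 100 s kinetic read / Compound: single-point 3.0 µM / Replication: singlicate / Technique: Fluo-8 calcium dye fluorescence / Read-out basis: % activation of max/min ratio relative to oxytocin controls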
# GalR3 antag: antagonists of human GalR3; HEK293 GalR3-CNG cAMP membrane potential fluorescence; galR3 body fused to GalR1 C-terminus; inhibition, % at 3 µM; 360,000 tested, 0.44% active; AID 651719;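 active = inhibition above the screen-wide average plus 3 SD, cut at about 13% in these data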;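 note: forskolin and galanin both at EC90 stimulate the cells; cAMP rise reported by CNG channel membrane potential dye signal; 0% = forskolin plus galanin with DMSO and 100% = forskolin alone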
# Target sequence (O60755 1-299 limits assumed): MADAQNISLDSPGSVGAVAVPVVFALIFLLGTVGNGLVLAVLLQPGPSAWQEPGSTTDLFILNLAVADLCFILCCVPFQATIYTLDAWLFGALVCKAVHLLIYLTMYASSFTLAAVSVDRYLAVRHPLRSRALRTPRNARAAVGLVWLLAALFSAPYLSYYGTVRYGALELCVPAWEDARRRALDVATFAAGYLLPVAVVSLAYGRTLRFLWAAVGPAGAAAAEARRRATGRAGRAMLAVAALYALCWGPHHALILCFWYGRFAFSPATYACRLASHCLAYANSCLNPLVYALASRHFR
# MEKK2 mut-MEK5: signal of MEK5 binding to mutant human MEKK2 PB1 domain | bead flow cytometry, Alexa488-MEK5 binding to MEKK2 mutant | percent response, % at 10 µM | 290,000 tested, 0.35% active | AID 1530; in the data active = percent response above about 24%, passing the limit was not always enough; note: inactives centre near 1; some results filed as inactive read as strong as hits
# NALP1 inh: blocks the NALP1 inflammasome reconstituted in yeast; inhibition, % at 10 µM; S. cerevisiae NALP1/ASC/caspase-1 growth, X-gal OD620, 72 h; AID 2071; 280,000 tested, 0.61% active; in the data active = inhibition mostly above about 24%, no sharp cut-off; inactive = mostly below about 32%; note: some compounds called inactive have numbers as strong as hits
# OXTR ag: agonists of human oxytocin receptor; P30559; CHO-OTR cells, Fluo-8 calcium fluorescence; normalized: DMSO 0%, oxytocin 100%; activation, % at 3 µM; 320,000 tested, 0.32% active;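 active = activation above the mean of all tested compounds plus 3 SD, cutoff set per screening run, cut at about 20% in these data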;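 note: peak over basal fluorescence ratio from a 100 s FLIPR kinetic read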
# * marks the source's active call; other numbers are inactive results; x = not tested or not shown.
SMILES,V1R ag counter,GPR7 antagonist,MEKK2 WT-MEK5,PfM18AAP inh,OXTR potentiator,GalR3 antag,MEKK2 mut-MEK5,NALP1 inh,OXTR ag
O=C(OCC(=O)N1CCN(c2ccccc2)CC1)C1=COCCO1,1.2,-4,103,4,-10,-5,4,14,0.6
CC(=O)NCCn1c(SCc2cc(F)ccc2F)nc2ccccc2c1=O,0.8,33*,100,-4,0,-4,1,-1,1.1
COc1ccc2[nH]c(C(=O)O)c(NC(=O)c3cc(OC)c(OC)c(OC)c3)c2c1,x,-12,106,-6,x,-8,3,17,x
CCOC(=O)c1c(NC(=O)C2C3CCC(O3)C2C(=O)O)sc2c1CCCC2 (stereo not drawn),-0.1,-8,90,5,3,-3,-7,13,-0.1
CC(C)CC(=O)c1c[nH]c(C(=O)NCc2cccs2)c1,1.4,8,104,3,2,-7,5,48,0.3
O=C(Nc1ncnc2c1CCC2)C12CC3CC(CC(C3)C1)C2,-0.3,-7,96,5,0,-1,1,12,0.2
CCCC(C)NC(=O)c1ccc2[nH]c3c(c2c1)CC(C)CC3 (stereo not drawn),-0.9,-4,74,3,-15,-2,-20,12,-2.3
CCCNC(=O)CC1Sc2ccccc2NC1=O (stereo not drawn),1.1,-9,103,0,3,-1,0,23,0.3
CC(C)c1cc(CNC(=O)C2CCC(=O)N(CCc3ccc(Cl)cc3)C2)on1 (stereo not drawn),2.0,-3,101,-3,-7,1,0,7,0.8
CC(=O)c1ccc(NC(=O)CSc2nnc(-c3ccco3)c(-c3ccco3)n2)cc1,0.2,1,100,12,-17,-9,0,6,-2.0
Cc1ccc(C2=NOC(C)(c3nnc(-c4ccc(F)cc4)o3)C2)cc1 (stereo not drawn),-0.3,x,99,x,1,0,4,-12,-2.1
CCc1nnc(NC(=O)C2CCCN2C(=O)Nc2ccccc2OC)s1 (stereo not drawn),0.4,6,92,-4,-11,-2,-2,7,1.9
COc1ccc(C)cc1NC(=O)COCC(=O)O,0.6,11,98,-14,-4,-6,-3,23,0.6
CC(NC(=O)c1cc(=O)[nH]c2ccccc12)c1ccc(F)cc1F (stereo not drawn),1.6,0,101,1,0,-2,0,2,1.5
Cc1cc(Nc2nc3ccccc3nc2Cl)n(-c2ccc([N+](=O)[O-])cc2)n1,4.0,-4,99,-9,-5,0,5,-7,6.0
Cc1ccccc1C(=O)c1c[nH]c(C(=O)NCCCn2ccnc2)c1,0.2,10,102,-9,0,0,8,12,0.8
CN1CCCN(C(=O)CNC(=O)c2ccccc2Br)CC1,-0.6,x,x,x,-3,-6,x,x,0.8
COc1ccc(NC(=O)Cn2c(=O)n(-c3ccc(OC)cc3OC)c(=O)c3c(C)c(C)sc32)cc1,0.6,2,107,0,-1,-2,-1,20,1.1
Cc1ccc(NC(=O)c2cn(-c3cccc(C)n3)cn2)cc1,-0.6,2,102,1,-8,-3,2,16,-0.4
Cc1ccc2c(c1)cc(CN(Cc1ccco1)S(=O)(=O)c1ccccc1)c1nnnn12,-0.9,9,100,-2,-12,-2,3,7,-0.1
COc1cc2[nH]c(=S)n(Cc3cccs3)c(=O)c2cc1OC,0.1,-9,94,-2,-5,-2,0,9,0.8
O=C(COC(=O)c1ccc2c(c1)OCCO2)NC1CCCCC1,0.4,x,x,x,0,-4,x,x,0.6
COC(=O)C1CN(C(=O)c2ccc(OC(F)F)cc2)c2ccccc2O1 (stereo not drawn),0.4,-9,107,-2,-2,-2,-2,13,0.1
CC(C)NCC(O)(c1ccc(Cl)cc1)c1ccc(Cl)cc1,3.4,12,94,0,-11,-3,-9,-2,3.7
Cc1csc(CN(C)C(=O)c2cn(Cc3cccc4ccccc34)nn2)n1,1.7,-12,109,0,-11,-5,7,14,2.5
COc1ccccc1-c1cc(C(=O)Nc2cc(C)nn2-c2ccccc2)no1,0.7,-7,99,-8,-6,-7,-2,x,-0.5
CCCCOc1ccc(C(=O)N2CCCC2C(=O)O)cc1 (stereo not drawn),1.3,-2,105,7,0,5,7,-95,0.6
O=C(O)Cn1ccc2ccccc21,4.9,-11,107,1,-3,-10,1,12,1.2
O=C(NCc1cccc(C(F)(F)F)c1)C1CC(c2c(Cl)cccc2Cl)=NO1 (stereo not drawn),-0.3,2,100,-1,-7,-4,0,-16,-0.8
O=C(N=C1SC2CS(=O)(=O)CC2N1c1ccccc1)C1CC1 (stereo not drawn),0.2,-1,100,0,5,1,-8,29,1.4
COC(=O)CCN(C(=O)c1cc(OC)c(OC)c(OC)c1)c1ccccn1,-0.1,-4,97,3,0,-3,-2,-2,0.4
COc1ccc(N2CCN(C(CNC(=O)c3ccc4c(c3)OCO4)c3ccco3)CC2)cc1 (stereo not drawn),6.4,-9,92,-1,-2,-5,-7,6,3.6
CC(C)N(CC#CCC(O)(c1ccccc1)c1ccccc1)C(C)C,1.6,-9,102,-1,-6,-10,-2,42,0.5
CCCCCn1c2nc3ccccc3nc2c2c(=O)n(CC(C)C)cnc21,0.9,-5,105,-17,-9,x,5,1,0.2
CN(C)c1ccc(C(CC(=O)O)NC(=O)c2ccc(Cl)cc2)cc1 (stereo not drawn),0.9,-5,87,6,-7,0,-15,11,-0.5
CCn1c(SCC(=O)NCc2ccc(C)cc2)nnc1-c1ccncc1,-0.1,-10,96,-7,4,-4,2,-3,-0.7
Cc1nc2ccccn2c1/C(O)=C1\C(=O)C(=O)N(CCCN(C)C)C1c1ccc(F)cc1 (stereo not drawn),0.3,4,x,3,1,x,x,x,1.2
O=C(COc1ccc(Cl)cc1)NNC(=O)CSc1nncs1,-0.7,-6,98,29*,-14,4,-4,-10,9.1
O=c1cc(N2CCOCC2)[nH]c(=O)n1-c1ccc(Br)cc1,0.2,25*,102,0,-2,1,1,x,-0.3
COc1cc2[nH]c(=O)n(CCC(=O)N3CCN(Cc4ccccc4)CC3)c(=O)c2cc1OC,-1.2,-14,98,-3,3,3,-1,-10,0.2
Cc1[nH]c(SCC(=O)Nc2cc(C(N)=O)cc(C(N)=O)c2)nc1Cc1ccccc1,-0.3,x,x,x,4,-3,x,x,-0.5
Cc1nc2ccc(F)cc2cc1C(=O)NC(C)C,0.2,6,106,-23,-3,x,7,5,-0.4
COc1ccc(C2c3ccc(O)cc3Oc3ncn(Cc4ccccc4)c(=N)c32)cc1OC (stereo not drawn),2.4,1,111,3,2,1,2,3,4.2
CCc1ccc(NC(=O)c2cnc3n(c2=O)CCS3)cc1,7.6,-2,102,-11,-8,-1,7,12,12
Cc1occc1C(=O)N/N=C/c1ccc(Cl)c([N+](=O)[O-])c1,0.0,-2,101,4,-6,-8,-1,32,-1.9
CC1(C)Oc2ccc(NC(=O)C3COc4ccccc4O3)cc2O1 (stereo not drawn),-0.6,1,98,7,-12,-6,0,30,-1.0
COc1ccc2cc(/C=N/O)c(Cl)nc2c1,-1.1,8,77,4,4,-1,-3,45,0.1
CN(C(=O)COC(=O)C12CC3CC(CC(Cl)(C3)C1)C2)c1ccccc1,-0.5,x,x,x,-7,-1,x,x,-2.1
O=C(COc1ccccc1Cl)NCC(c1cccs1)N1CCOCC1 (stereo not drawn),-0.3,x,x,x,-11,-3,x,x,-1.5
COC(=O)c1ccccc1NC(=O)NCc1ccncc1,2.4,1,93,-2,2,-4,-6,8,2.5
CCc1ccccc1NC(=O)COC(=O)C1C2CC3OC(=O)C1C3C2 (stereo not drawn),0.3,-14,100,-3,-8,-6,-5,5,-0.2
NC(=O)c1ccc(C(=O)N/N=C(/Cc2ccccc2)c2ccccc2)cc1,x,-2,98,-1,x,-3,0,-14,x
COc1ccc(/C(C)=N/OC/C(O)=C(\C#N)c2nc3ccccc3[nH]2)cc1OC,-1.3,-12,107,-3,1,-2,10,10,-1.8
C=CCNC(=S)N1CCN(S(=O)(=O)c2ccc(C)cc2)CC1,3.0,-2,108,-13,-17,4,11,x,0.6
CCOC(=O)CC1Sc2ccccc2NC1=S (stereo not drawn),1.1,-15,89,37*,-2,-5,-15,5,-3.5
Cc1ccc(CNC(=O)CN2C(=O)COc3ccc(S(=O)(=O)N4CCCCC4)cc32)o1,0.4,12,101,3,3,1,0,13,-0.4
O=C(CCCc1nc(-c2ccccc2Cl)no1)N1CCOCC1,1.4,-3,78,-1,-3,-1,-18,2,1.1
O=C(C1CC(=O)N(c2ccc(F)cc2)C1)N1CCN(c2ccccc2)CC1 (stereo not drawn),-0.5,-9,101,-6,1,-1,6,18,0.6
CCC1(C)Cc2c(sc3nc(NC)n(C)c(=O)c23)CO1 (stereo not drawn),-0.5,-1,x,1,-10,0,x,29,-0.8
O=C(NCc1ccco1)C1CCCN(c2ncnc3c2nc2n3CCCCC2)C1 (stereo not drawn),-0.3,-8,98,3,-11,-5,2,0,-1.4

# Next section, starting with the last two of the part before.
SMILES,V1R ag counter,GPR7 antagonist,MEKK2 WT-MEK5,PfM18AAP inh,OXTR potentiator,GalR3 antag,MEKK2 mut-MEK5,NALP1 inh,OXTR ag
CCC1(C)Cc2c(sc3nc(NC)n(C)c(=O)c23)CO1 (stereo not drawn),-0.5,-1,x,1,-10,0,x,29,-0.8
O=C(NCc1ccco1)C1CCCN(c2ncnc3c2nc2n3CCCCC2)C1 (stereo not drawn),-0.3,-8,98,3,-11,-5,2,0,-1.4
COc1cc(CNC(C)C23CC4CC(CC(C4)C2)C3)ccc1OCC(=O)NC(C)(C)C (stereo not drawn),2.2,19,115,-2,1,-12,10,-16,8.7
CC1CCN(C(C)C(=O)Nc2ccccc2-c2ccccc2)CC1 (stereo not drawn),-1.2,4,97,5,-10,-4,-5,-4,-2.5
COc1cccc(/C=N/NC(=O)c2[nH]c(C)c(C(=O)N/N=C/c3cccc(OC)c3)c2C)c1,0.2,-8,94,-3,-6,3,-4,12,1.2
COc1ccc(C(=O)NC(C(=O)NCc2ccccc2OC)C(C)C)cc1 (stereo not drawn),-1.6,-17,93,-5,-5,-3,-8,-1,-2.0
Cc1ccc(S(=O)(=O)NCCC(=O)NC2CCCCC2C)cc1 (stereo not drawn),-0.1,x,x,x,-4,-1,x,x,-1.0
CCCCn1c(N)c(N(CC(C)C)C(=O)c2cc(S(=O)(=O)N3CCCCC3)ccc2C)c(=O)[nH]c1=O,-1.0,x,x,x,-4,-2,x,x,0.4
CCOC(=O)c1sc(N2N=C(C)C(N=Nc3cccc(C)c3)C2=O)nc1C (stereo not drawn),0.1,-15,97,-2,1,-6,-7,x,-1.4
O=C(CC1CCCCC1)NCCOc1ccccc1,0.6,-5,107,-11,3,-9,-2,-2,-2.1
Nc1cc(CN2C(=O)c3ccccc3C2=O)cc(Cl)c1O,0.9,-3,95,27,-7,-6,-7,7,2.6
CCCCc1nnc(NC(=O)c2ccccc2OCc2c(C)noc2C)s1,-1.2,x,x,x,-3,-3,x,x,-1.1
CC(C)COC(=O)Nc1nnc(Cc2ccccc2)s1,-1.0,-2,97,6,-5,-8,0,-15,-0.7
Cc1ccc(N(c2ncnc(N)c2[N+](=O)[O-])C2CCCCC2)cc1,5.6,-12,89,-3,-11,-8,-4,5,3.7

# Entries of single compounds, looked up by structure. Screens in order: V1R ag counter | GPR7 antagonist | MEKK2 WT-MEK5 | PfM18AAP inh | OXTR potentiator | GalR3 antag | MEKK2 mut-MEK5 | NALP1 inh | OXTR ag
# Results for `CC1CCN(C(C)C(=O)Nc2ccccc2-c2ccccc2)CC1` (stereo not drawn) : -1.2 | 4 | 97 | 5 | -10 | -4 | -5 | -4 | -2.5
# Results for `CCCCc1nnc(NC(=O)c2ccccc2OCc2c(C)noc2C)s1` : -1.2 | x | x | x | -3 | -3 | x | x | -1.1
